M1 ag = human M1 muscarinic receptor agonists, primary screen, Fluo-8 calcium fluorescence, CHO-K1 cells, HTS; activation, % at 3 µM; 360,000 tested, 0.33% active; AID 588814, 2011; Muscarinic acetylcholine receptor M1 (Homo sapiens), P11229; CHO-K1 hM1, agonist mode; 0% DMSO, 100% acetylcholine EC100;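 active = activation above the run's mean compound activation plus 3 SD, cut at about 16% in these data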;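 note: peak over basal fluorescence ratio within a 140 s kinetic read after compound addition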
M1 antag = human M1 muscarinic receptor antagonists, primary screen, CHO-K1 cells, Fluo-8 calcium fluorescence, 1536-well; inhibition, % at 3 µM; AID 588852, 2011; CHO-K1 hM1, ACh EC80 antagonist; 360,000 tested, 1.3% active;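 active = percent inhibition above its own plate's cutoff, namely the mean of that plate's compound wells plus 3 SD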;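 note: peak over basal fluorescence ratio during 140 s after agonist addition; 0% = ACh EC80 plus DMSO and 100% = DMSO alone without agonist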
CHO-K1 Ca antag = M1 antagonist counterscreen hit in parental CHO-K1 cells | inhibition, % at 3 µM | 360,000 tested, 0.6% active | ATP-induced calcium, Fluo-8 fluorescence | AID 602250;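 active = inhibition above a per-plate cutoff, the plate's mean sample inhibition plus 3 SD, cut at about 24% in these data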;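 note: 0% = DMSO plus EC80 ATP and 100% = DMSO alone without ATP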
M1 PAM parental = nonselective calcium activators in parental CHO-K1 cells, primary screen, counter-screen for M1 PAM project, cell-based, Fluo-8 calcium fluorescence, full deck, 1536-well; AID 602247, 2012; activation, % at 3 µM; ATP EC20; 0% at ATP EC20, 100% at ATP max; 360,000 tested, 0.02% active;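 active = activation above the run cutoff, the mean activation of all test compounds plus 3 SD, cut at about 40% in these data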;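 note: peak over basal fluorescence ratio in a 140 s read after ATP addition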
CHO parental Ca = ATP-evoked calcium signal inhibitors, parental CHO, primary screen, counter-screen for OX1R antagonist project, cell-based, fluorescence, Fluo-8 calcium dye; parental CHO-K1, ATP-induced calcium, Fluo-8 fluorescence; inhibition, % at 5.6 µM; 330,000 tested, 0.63% active;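 active = inhibition above that plate's mean sample inhibition plus 3 SD, cut at about 26% in these data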;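 note: 0% = ATP-challenged DMSO wells and 100% = DMSO wells without ATP; some compounds past the cut are filed as inactive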
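Assay system: parental CHO cells; Read-out basis: percent inhibition of ATP-evoked calcium rise, normalized to controls; Benchmarks: ATP and no-ATP DMSO wells; Compound dosing: single nominal dose of 5.6 µM per compound; Signal: Fluo-8 calcium dye fluorescence; Also added: ATP as calcium-mobilizing challenge; Repeats: singlicate.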
OXTR potentiate = human OXTR potentiators, primary screen, fluorescence, CHO-OTR cells, Fluo-8 calcium. Oxytocin receptor (Homo sapiens), P30559. Fluo-8 calcium fluorescence, potentiator mode; 0% = oxytocin EC15, 100% = EC100. 320,000 tested, 0.061% active. activation, % at 3 µM;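 active = activation above that plate's cutoff, the mean activation of tested compounds plus 3 SD, cut at about 6.6% in these data, passing the limit was not always enough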;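 note: 100% uses oxytocin at 75 nM as the full agonist control; some results filed as inactive read as strong as hits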
Target sequence (P30559 whole entry, looked up): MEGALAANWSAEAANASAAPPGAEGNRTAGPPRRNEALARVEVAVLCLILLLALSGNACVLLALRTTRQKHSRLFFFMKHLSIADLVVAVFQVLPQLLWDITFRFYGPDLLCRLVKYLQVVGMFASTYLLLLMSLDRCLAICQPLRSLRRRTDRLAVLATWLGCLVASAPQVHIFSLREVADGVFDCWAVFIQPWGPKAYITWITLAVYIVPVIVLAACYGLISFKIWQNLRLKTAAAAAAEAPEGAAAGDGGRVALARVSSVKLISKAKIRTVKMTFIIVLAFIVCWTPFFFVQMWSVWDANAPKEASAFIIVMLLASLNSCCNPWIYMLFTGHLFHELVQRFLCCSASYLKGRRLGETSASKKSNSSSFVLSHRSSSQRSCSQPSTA
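System: human OTR in CHO cells / Also added: sub-maximal oxytocin, roughly EC15 / Control set: EC15 oxytocin low, 75 nM oxytocin high / Schedule: 6 min compound pre-incubation at room temperature, 100 s kinetic read / Compound: single-point 3.0 µM / Replication: singlicate / Technique: Fluo-8 calcium dye fluorescence / Read-out basis: % activation of max/min ratio relative to oxytocin controls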
TAAR1 antag = human TAAR1 antagonists, primary screen, Fluo-8 calcium fluorescence, CHO RD-HGA16 cells; Trace amine-associated receptor 1 (Homo sapiens), Q96RJ0; inhibition, % at 3 µM; AID 624466, 2012; antagonist; 360,000 tested, 1.5% active;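 active = inhibition above a per-plate cutoff, the mean inhibition of test compounds on that plate plus 3 SD, cut at about 49% in these data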;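 note: 0% = DMSO plus EC80 beta-PEA response and 100% = DMSO alone without agonist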
Target sequence (Q96RJ0 whole entry, looked up): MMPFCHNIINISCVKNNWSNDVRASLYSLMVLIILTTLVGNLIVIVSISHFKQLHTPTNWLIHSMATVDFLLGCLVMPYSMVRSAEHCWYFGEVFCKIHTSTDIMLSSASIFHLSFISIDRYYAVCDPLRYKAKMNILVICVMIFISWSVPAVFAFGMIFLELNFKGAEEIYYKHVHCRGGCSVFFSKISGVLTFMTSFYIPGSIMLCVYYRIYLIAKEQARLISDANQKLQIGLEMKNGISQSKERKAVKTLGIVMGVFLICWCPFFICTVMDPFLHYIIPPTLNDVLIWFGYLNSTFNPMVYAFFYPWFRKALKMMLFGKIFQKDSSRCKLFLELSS
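Assay system: RD-HGA16 CHO cells with stable hTAAR1 and Gα16 / Reagent: EC80 β-phenethylamine stimulus / Doses: 3 µM, single point / Timing: dye loading 75 min at 37 °C, then 30 min room temperature / Measured by: Fluo-8 intracellular calcium dye fluorescence, real-time kinetic reads / Controls: vehicle wells and EC80 agonist wells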
CHO-K1 Ca ag = counter-screen for M1 agonists: effect in parental CHO-K1 cells; 360,000 tested, 0.48% active; activation, % at 3 µM; Fluo-8 calcium fluorescence; scaled to maximal ATP response, vehicle zero; in the data active = activation above about 15%;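 note: untransfected CHO-K1 host cells lacking M1 receptor as counterscreen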
TAAR1 agonist = human TAAR1 agonists, primary screen, Fluo-8 calcium fluorescence, CHO RD-HGA16 cells; vehicle wells 0%, saturating PEA agonist 100%; activation, % at 3 µM; 360,000 tested, 0.99% active; AID 624467, 2012;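 active = activation above the mean activation of all test compounds in the run plus 3 SD, cut at about 38% in these data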
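test system = CHO RD-HGA16 cells carrying human TAAR1 plus Gα16 | schedule = 17-24 h seeding, 75 min 37 °C dye, 30 min RT | compound dosing = 3 µM single concentration | control set = DMSO and PEA EC100 | replicates = n 1 | signal = Fluo-8 fluorescence, 5 s baseline then 140 s kinetic read | measure = percent activation vs PEA EC100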
* marks the source's active call; other numbers are inactive results; / = no result given.

1) CC(=O)Nc1ccc(OC(=O)c2c(-c3ccccc3Cl)noc2C)cc1
2) Cc1cc(Cl)c2oc(C(=O)N(C)Cc3nccn3C)c(C)c2c1
3) CCCS(=O)(=O)NC(=O)C1(C)CCN(C(=O)Cc2cccc(OC)c2)C1 (stereo not drawn)
4) CCOC(=O)N1CCN(C(=O)CCc2ccccc2)CC1
5) CN(C)c1c(N)[nH]c2c(c1=O)c(=O)n(C)c(=O)n2C
6) CC1(c2nnnn2Cc2ccccc2)CCC(=O)N1C1CC1 (stereo not drawn)
7) COCCNC(=O)c1ccc2snnc2c1
8) O=C(CSc1nnc(-c2cc3ccccc3cc2O)n1Cc1ccco1)N1CCc2ccccc2C1

entry no. | 1 | 2 | 3 | 4 | 5 | 6 | 7 | 8
CHO-K1 Ca ag | 0.9 | 2.0 | 0.7 | 1.1 | 0.8 | 0.1 | 0.0 | 1.8
TAAR1 antag | -2 | -27 | 1 | -3 | -3 | -13 | 5 | 8
CHO parental Ca | 5 | / | / | 2 | -3 | / | -3 | -26
OXTR potentiate | -8 | / | / | -2 | 2 | / | -1 | -11
M1 antag | 4 | -10 | -14 | -13 | -2 | / | -18 | 7
M1 ag | -6 | -4 | 1 | -4 | -6 | / | -3 | -4
CHO-K1 Ca antag | -13 | -8 | -3 | -7 | -13 | -6 | -9 | -11
TAAR1 agonist | 6 | 0 | 5 | -1 | 8 | 1 | 5 | 15
M1 PAM parental | 22 | 20 | 10 | -8 | 21 | 13 | 9 | 20

5 compounds picked at random from those above, as already listed:
8) O=C(CSc1nnc(-c2cc3ccccc3cc2O)n1Cc1ccco1)N1CCc2ccccc2C1
5) CN(C)c1c(N)[nH]c2c(c1=O)c(=O)n(C)c(=O)n2C
2) Cc1cc(Cl)c2oc(C(=O)N(C)Cc3nccn3C)c(C)c2c1
4) CCOC(=O)N1CCN(C(=O)CCc2ccccc2)CC1
1) CC(=O)Nc1ccc(OC(=O)c2c(-c3ccccc3Cl)noc2C)cc1

entry no. | 8 | 5 | 2 | 4 | 1
CHO-K1 Ca ag | 1.8 | 0.8 | 2.0 | 1.1 | 0.9
TAAR1 antag | 8 | -3 | -27 | -3 | -2
CHO parental Ca | -26 | -3 | / | 2 | 5
OXTR potentiate | -11 | 2 | / | -2 | -8
M1 antag | 7 | -2 | -10 | -13 | 4
M1 ag | -4 | -6 | -4 | -4 | -6
CHO-K1 Ca antag | -11 | -13 | -8 | -7 | -13
TAAR1 agonist | 15 | 8 | 0 | -1 | 6
M1 PAM parental | 20 | 21 | 20 | -8 | 22

Further structures follow.
9) COc1cccc(N/C=C/C(=O)c2ccc(Cl)cc2)c1
10) Nc1ccc(N2CCN(C(=O)c3ccco3)CC2)cc1
11) N#C/C(=C1\CCCN1)c1ccc2ccccc2n1
12) Cc1cc(C(=O)N2CCCC(C(=O)c3ccc(Cl)cc3C)C2)no1 (stereo not drawn)
13) CC(C)COP(=O)(c1ccc(N(C)C)cc1)C(O)c1cccnc1 (stereo not drawn)
14) COc1ccc(CCNC2CC(=O)N(C)C2=O)cc1OC (stereo not drawn)
15) COc1cccc(NC(=O)CN(C)C(=O)c2cc3c(s2)CCCC3)c1
16) COc1ccc(OC)c(NC(=O)C2CC2c2ccccc2)c1 (stereo not drawn)

entry no. | 9 | 10 | 11 | 12 | 13 | 14 | 15 | 16
CHO-K1 Ca ag | 0.2 | 1.2 | 0.1 | 4.8 | 0.4 | 0.1 | -0.2 | 1.3
TAAR1 antag | 1 | 28 | -5 | -14 | -27 | 11 | -29 | -5
CHO parental Ca | -9 | -11 | -14 | -5 | -12 | -13 | -19 | -11
OXTR potentiate | -2 | -9 | 1 | -7 | -11 | 5 | -5 | -10
M1 antag | -1 | -10 | 4 | 1 | -9 | -4 | 5 | -15
M1 ag | -5 | -13 | -4 | 0 | -6 | 0 | -5 | -3
CHO-K1 Ca antag | -7 | -16 | -2 | -15 | -4 | -15 | 11 | -14
TAAR1 agonist | -2 | 2 | -6 | 1 | 1 | 7 | 0 | 2
M1 PAM parental | 15 | 21 | 13 | 3 | 11 | 4 | -1 | 20

17) O=C(c1cccs1)N1CCN=C1SCc1ccccc1F
18) Cc1ccc2nc(COC(=O)CNC(=O)c3ccccc3)cn2c1
19) COc1ccc(-c2cc(C(=O)NC3CCCC3)no2)cc1
20) Cc1ccccc1NC(=O)CC(=O)c1ccccc1
21) CCc1cccc(OCC(=O)Nc2cc(Cl)ccc2-n2cncn2)c1
22) CCOC(=O)c1[nH]c(C)c(/C(O)=C2\C(=O)C(=O)N(CCCn3ccnc3)C2c2ccncc2)c1C (stereo not drawn)
23) COc1ccccc1NS(=O)(=O)c1cc(N)ccc1N1CCCC1
24) CSc1ccc(/C=C/C(=O)OCC(=O)N2CCN(c3ccccc3)CC2)cc1

entry no. | 17 | 18 | 19 | 20 | 21 | 22 | 23 | 24
CHO-K1 Ca ag | 0.2 | 1.2 | 3.4 | 11 | 0.5 | 0.2 | 0.8 | 0.1
TAAR1 antag | -16 | 6 | 0 | -26 | 21 | -4 | -2 | -13
CHO parental Ca | -2 | / | 1 | -6 | -29 | 2 | -16 | /
OXTR potentiate | -17 | / | -4 | -10 | -4 | -8 | 1 | /
M1 antag | 1 | -10 | 0 | -5 | -13 | -30 | 12 | -4
M1 ag | -5 | -4 | -5 | -5 | -5 | 0 | 0 | -2
CHO-K1 Ca antag | -11 | 5 | -7 | 1 | -10 | -5 | -4 | -4
TAAR1 agonist | -2 | -1 | 13 | 7 | -2 | 13 | -1 | 2
M1 PAM parental | 5 | 5 | 7 | 9 | 4 | 10 | -10 | 4

25) CC(C)CN(C(=O)COC(=O)CCc1c[nH]c2ccccc12)C1CCS(=O)(=O)C1 (stereo not drawn)
26) CCOC(=O)CSc1nnc(Cc2ccccc2)n1Cc1ccco1
27) O=C(Oc1ccccc1)c1cccc2cccnc12
28) Cc1ccc(Cn2c(=N)c(S(=O)(=O)c3ccc(Br)cc3)cc3c(=O)n4ccccc4nc32)cc1
29) Cc1ccc(-c2ccccc2)n1-c1ccc(C(=O)O)cc1
30) CCC(C)[C@H](NC(=O)N1CC(=O)Nc2ccccc21)C(=O)N1CCC(C(=O)O)CC1 (stereo partly drawn)
31) COc1cc2c(C(=O)N3CCN(c4cccc(Cl)c4)CC3)cn(C)c(=O)c2cc1OC
32) CCOC(=O)c1nnc2c(Br)c(-c3ccccc3)nn2c1C

entry no. | 25 | 26 | 27 | 28 | 29 | 30 | 31 | 32
CHO-K1 Ca ag | 1.8 | 0.1 | 3.9 | 0.1 | 2.3 | 0.5 | 0.3 | 0.1
TAAR1 antag | 10 | 12 | -15 | / | -5 | -27 | -16 | 5
CHO parental Ca | -7 | -3 | -2 | -11 | -4 | 0 | -15 | -14
OXTR potentiate | -11 | -2 | -7 | -4 | -3 | -5 | -12 | -15
M1 antag | 5 | 5 | 0 | 0 | -5 | 4 | -18 | -6
M1 ag | -1 | -7 | -6 | -2 | -5 | 8 | -4 | -5
CHO-K1 Ca antag | -7 | 1 | -2 | -5 | -4 | 18 | -14 | -9
TAAR1 agonist | 11 | 9 | 20 | / | 5 | 2 | 8 | -2
M1 PAM parental | 7 | 9 | 16 | 8 | 31 | -30 | 23 | 15

33) O=C(O)CN1CCCCCC1=O
34) N#Cc1cc(Nc2c(N)nc[nH]c2=O)c([N+](=O)[O-])cc1C#N
35) CC1CCN(S(=O)(=O)c2c[nH]c(=O)[nH]c2=O)CC1
36) COc1ccc(Nc2cc(C(=O)N3CCc4ccccc4C3)c3ccccc3n2)c(OC)c1
37) O=C(OCn1ncc(Br)c(Br)c1=O)c1ccccc1Cl
38) Cc1ccc(CN2CCN(Cc3c(C)nn(C(C)C)c3C)CC2CCO)o1 (stereo not drawn)
39) NC(=O)/C(=C/c1ccco1)NC(=O)/C=C/c1ccccc1
40) COc1ccc(CC(CC(=O)O)C(=O)NCc2ccccc2)cc1 (stereo not drawn)

entry no. | 33 | 34 | 35 | 36 | 37 | 38 | 39 | 40
CHO-K1 Ca ag | 0.8 | -0.1 | 0.9 | 2.1 | -0.2 | 0.3 | -0.2 | -0.1
TAAR1 antag | 14 | -1 | -8 | 20 | / | -2 | -1 | 16
CHO parental Ca | -9 | 2 | -2 | -17 | -3 | -11 | -9 | 12
OXTR potentiate | 3 | 2 | 1 | -5 | 11 | -10 | -9 | 3
M1 antag | 1 | -5 | -11 | 0 | -3 | -10 | 0 | -6
M1 ag | -3 | -1 | -2 | 0 | -3 | -13 | -3 | -4
CHO-K1 Ca antag | -16 | 0 | -10 | -1 | -4 | -15 | 17 | 2
TAAR1 agonist | 4 | -1 | 0 | 5 | / | 4 | 9 | -1
M1 PAM parental | 24 | -4 | 18 | 9 | 4 | 22 | -5 | -4

41) O=C(NC1CCCCC1)C(c1ccc2ncccc2c1)N(Cc1ccccc1)C(=O)c1ccc2c(c1)OCCO2 (stereo not drawn)
42) O=C(COCc1cc(-c2cccs2)on1)NC1CCCCC1
43) O=C(c1ccco1)N1CCN(Cc2c(Cl)cccc2Cl)CC1
44) Cc1ccc(CN2C(=NC(=O)CCC(=O)O)SC3CS(=O)(=O)CC32)cc1 (stereo not drawn)
45) CN(C)C(=O)CSc1nnc(CCN)o1
46) CCOc1ccc(N2CC(C(=O)Nc3ccc(OC)c(S(=O)(=O)N4CCCCC4)c3)CC2=O)cc1 (stereo not drawn)
47) CCC(=O)OCC(=O)Nc1cc([N+](=O)[O-])ccc1Cl

entry no. | 41 | 42 | 43 | 44 | 45 | 46 | 47
CHO-K1 Ca ag | 1.4 | 1.7 | 2.2 | 1.0 | 0.3 | -1.0 | 0.3
TAAR1 antag | 26 | -16 | -1 | -15 | -9 | -11 | 2
CHO parental Ca | -23 | -10 | -12 | 0 | -8 | 13 | 1
OXTR potentiate | -12 | -12 | -1 | 6 | -3 | -6 | -16
M1 antag | 8 | -9 | -12 | -13 | -1 | -13 | 8
M1 ag | -3 | -3 | -7 | -4 | -3 | -7 | -2
CHO-K1 Ca antag | -19 | -16 | -1 | -11 | 4 | -7 | 4
TAAR1 agonist | 10 | 3 | -3 | 1 | 0 | -2 | 8
M1 PAM parental | 22 | 10 | 12 | 4 | -1 | 7 | -12
